GLP1R ag: qHTS of GLP-1 Receptor Agonists; actives 0.007% (n = 380,000); AID 624172, 2012; HEK293 GLP-1R CRE-luciferase, luminescence, 4-6 h; cells express a hypersensitive GLP-1R form; Potency, µM (top dose mostly 45.6 µM), without a hit: at the top dose activation, most hits filed as activators; note: potency is the fitted concentration of half-maximal effect; % of control where 0% means no effect
Target sequence (P43220 whole entry, looked up): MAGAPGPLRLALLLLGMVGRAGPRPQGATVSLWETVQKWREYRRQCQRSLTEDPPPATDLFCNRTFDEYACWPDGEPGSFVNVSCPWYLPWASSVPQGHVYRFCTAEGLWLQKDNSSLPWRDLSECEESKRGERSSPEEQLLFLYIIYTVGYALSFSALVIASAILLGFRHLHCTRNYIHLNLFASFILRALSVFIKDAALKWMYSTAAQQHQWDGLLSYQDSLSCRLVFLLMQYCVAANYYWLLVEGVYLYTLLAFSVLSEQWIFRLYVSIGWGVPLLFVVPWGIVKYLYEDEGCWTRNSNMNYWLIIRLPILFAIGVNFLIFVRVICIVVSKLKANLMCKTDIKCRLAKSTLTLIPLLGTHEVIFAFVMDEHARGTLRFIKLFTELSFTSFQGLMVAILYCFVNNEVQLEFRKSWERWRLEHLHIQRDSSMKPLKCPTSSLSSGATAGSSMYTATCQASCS
aSyn rescue: qHTS of alpha-syn Inhibitors; Yeast expressing alpha-synuclein, growth rescue, BacTiter-Glo, 24 h; Potency, µM (series often up to 46.1 µM), for the others: at the top dose growth rescue (activation), hits mostly activators; actives 0.14% (n = 370,000); AID 652106, 2013; note: potency is the fitted concentration of half-maximal effect; % of control where 0% means no effect; nearly all actives have a fitted effect of over 65% in size
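Screening used galactose-induced yeast with toxic alpha-synuclein levels, exposed to compound for 24 hr at 30 deg C. Cell growth, read with BacTiter-Glo luminescence, gave the measured signal.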
D3 antag: qHTS of D3 Dopamine Receptor Antagonist: qHTS; max response, negative = inhibition, %; D3R cells, DiscoveRx beta-arrestin luminescence, antagonist mode; hits give low values; AID 652054, 2013; actives 2.5% (n = 360,000); in the data active = max response below about -50%; inconclusive = no clear call, values can overlap the other calls; note: % is set by controls: 0 for no effect and ±100 for the full control effect; mostly tested at two doses, the higher about 12 µM
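Cells expressing the human receptor were seeded at 1500 cells/well, incubated overnight at 37 degrees C in 5% CO2, then exposed to library compounds with dopamine controls for 90 minutes at 37 degrees C before luminescent detection.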
TDP43 rescue: qHTS of TDP-43 Inhibitors; TDP-43 expressing yeast growth rescue, BacTiter-Glo, 24 h; Potency, µM (doses to about 46.1 µM), for the others: at the highest dose growth rescue (activation), hits mostly activators; actives 1.8% (n = 410,000); note: potency is the fitted concentration of half-maximal effect; % of control where 0% means no effect; nearly all actives have a fitted effect of over 50% in size
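Luminescence from BacTiter-Glo reports growth of TDP-43-expressing yeast after 24 hr at 30 deg C with compound. Cells were raffinose-pregrown to mid-log, then seeded in galactose medium at OD600=0.02.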
PTHR1 agonist: qHTS for PTHR1 Agonists: Primary Screen | HEK293 GP2 PTHR1 cells, GloSensor cAMP luminescence, 1 h | Potency, µM (top dose mostly 115 µM), without a hit: at the highest dose activation, actives largely listed as activators | actives 0.075% (n = 410,000); note: potency is the fitted concentration of half-maximal effect; nearly all actives have a fitted effect of over 55% in size; some results filed as inactive show a strong effect at the top dose; inactives centre near -15; many of its hits are not listed in these tables
Target sequence (Q03431 whole entry, looked up): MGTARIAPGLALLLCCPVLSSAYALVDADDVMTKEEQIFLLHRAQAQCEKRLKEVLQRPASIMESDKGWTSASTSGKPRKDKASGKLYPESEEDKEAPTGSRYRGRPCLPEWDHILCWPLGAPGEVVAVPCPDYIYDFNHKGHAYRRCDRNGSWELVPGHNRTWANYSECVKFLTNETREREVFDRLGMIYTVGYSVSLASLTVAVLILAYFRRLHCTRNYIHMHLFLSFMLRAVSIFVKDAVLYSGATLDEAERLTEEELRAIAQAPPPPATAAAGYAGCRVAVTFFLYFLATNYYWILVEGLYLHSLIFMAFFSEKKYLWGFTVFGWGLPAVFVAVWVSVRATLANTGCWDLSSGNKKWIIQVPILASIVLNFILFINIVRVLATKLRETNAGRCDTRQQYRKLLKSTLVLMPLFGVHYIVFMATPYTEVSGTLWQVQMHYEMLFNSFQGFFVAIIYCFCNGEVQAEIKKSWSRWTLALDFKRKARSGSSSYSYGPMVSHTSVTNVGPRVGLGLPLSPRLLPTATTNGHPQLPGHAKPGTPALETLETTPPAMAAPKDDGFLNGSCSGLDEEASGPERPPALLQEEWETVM
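HEK-293-derived GP2 cells expressing PTHR1 and a GloSensor cAMP reporter, 3,000/well, plated overnight, given luciferin plus IBMX (each 0.5 mM as added) for 1 h at 37 °C, then compound for 1 h at 37 °C. Luminescence was read after 15 min at room temperature.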
GLP-1R inv ag: qHTS of GLP-1 Receptor Inverse Agonists (Inhibition Mode) | actives 1.6% (n = 410,000) | AID 624417, 2012 | Potency, µM (doses to about 38.3 µM), without a hit: top-dose activity change, negative = inhibition, most hits filed as inhibitors | HEK293 GLP-1R CRE-luciferase, luminescence, 24 h; GLP-1R form is constitutively active; note: potency is the fitted concentration of half-maximal effect; % is set by controls: 0 for no effect and ±100 for the full control effect; nearly all actives have a fitted effect of over 55% in size
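Inverse agonists were sought by their lowering of basal cAMP reporter luciferase output in HEK293 cells stably carrying constitutively active human GLP-1R, after 24 h compound treatment.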
KB-V1 cytotox: qHTS assay for MDR1-selective chemotherapeutics: Primary screen using the drug-selected MDR subline cells KB-V1; Potency, µM (top dose mostly 46.1 µM), for inactives: at the highest dose activity change, negative = cytotoxicity, usual class: cytotoxic; actives 3.4% (n = 400,000); KB-V1 MDR cells viability, CellTiter-Glo, 72 h; note: potency is the fitted concentration of half-maximal effect; % is set by controls: 0 for no effect and ±100 for the full control effect; nearly all actives have a fitted effect of over 60% in size
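Cytotoxicity toward P-gp-expressing KB-V1 cells was determined as loss of CellTiter-Glo luminescence after 72 h at 37 degrees C. Compounds were tested in quantitative HTS format across a concentration range, with curves fitted to normalized data.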
DRD3 agonist: qHTS of D3 Dopamine Receptor Agonist: qHTS; D3R DiscoveRx beta-arrestin cells, luminescence, 90 min; max activation, %; actives 0.58% (n = 410,000); AID 652048, 2013; in the data active = max activation above about 30%; note: 0% is about no effect; mostly tested at two doses, the higher about 12 µM
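Agonist mode: compounds and dopamine controls were applied to plated cells for 90 min at 37 degrees C after an overnight attachment at 1500 cells/well. Luminescent read-out followed 30 - 60 minutes at room temperature with DiscoveRx detection reagent.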
GLP1R cytotox: qHTS of GLP-1 Receptor Inverse Agonists: Cytotox Screen; Potency, µM (top dose mostly 38.3 µM), without a hit: at the top dose activity change, negative = inhibition, hits mostly inhibitors; actives 0.13% (n = 410,000); HEK293 cAMP-luciferase reporter cells, luminescence, 24 h;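 note: loss of luciferase light is scored as toxicity; potency is the fitted concentration of half-maximal effect; % is set by controls: 0 for no effect and ±100 for the full control effect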
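A 23 nL compound transfer followed 12 hours of cell culture at 37 deg C; exposure then lasted 24 hr. Luciferase assay detection reagent was dispensed and plates read for luminescence after a 12 min room-temperature wait.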
* hit, by the source's call; i = inactive; ? = inconclusive; · = not tested or not shown; [ ] = dose if it differs, or a comment. Unless noted, calls come from the whole dose curve; as a rule, active = well fitted curve in the direction sought with a large enough effect; inconclusive = small, poorly fitted or top-dose-only effect, or another doubt; inactive = no such curve, though single readings can be large; an effect the other way counts as inactive or inconclusive. The list is partial; rates above refer to the full screens.

SMILES | GLP1R ag | aSyn rescue | D3 antag | TDP43 rescue | PTHR1 agonist | GLP-1R inv ag | KB-V1 cytotox | DRD3 agonist | GLP1R cytotox
O=C(Nc1csc(Cc2c(Cl)cccc2Cl)n1)NN1CCOCC1 | 9% | 1% | 4 | -2% | 19% | 2% | -15% | -5 | 8%
O=C(O)c1cc(O)c2c(c1)C(=O)c1cccc(O)c1C2=O | 9% | -5% | 0 | 24% | 4% | -15% | ? | -21 | ?
CCOc1ccc(OCCC(=O)OCC(=O)N(CC)c2c(N)n(Cc3ccccc3)c(=O)[nH]c2=O)cc1 | 6% | 0% | 4 | 8% | -43%[inhibitor] | 1% | ? | -2 | -4%
COc1ccc(C(=O)OCC(=O)N2CC(=O)Nc3ccccc32)cc1Br | 10% | 0% | -4 | 15% | -11% | 18% | ? | -19 | 11%
CSc1cc(-c2ccco2)oc1C(=O)c1ccco1 | ? | 6% | 24 | -19%[1.82 µM] | i | 2% | 0% | 8 | -1%
Cc1ccc([N+](=O)[O-])cc1S(=O)(=O)N1CCN(C)CC1 | 5% | -2% | 12 | 10% | -18% | 1% | ? | -2 | 2%
O=C(CN1CCN(c2ccccc2)CC1)Nc1c(C(=O)C2CC2)oc2ccccc12 | -4% | -12% | -1 | 19% | ? | 5% | -17% | -13 | 5%
CN(C)C(CNS(=O)(=O)c1ccc(F)cc1)c1cccnc1 (stereo unspecified) | -3% | -8% | -4 | 16% | i | 1% | 9% | 5 | -25%
Cc1cc(C)c(NC(=O)CN2CCN(C)CC2)c(C)c1 | 1% | -3% | 4 | 5% | -25% | 14% | -5% | -2 | 3%
O=C(Nc1ccc(Oc2cccc(C(F)(F)F)c2)nc1)c1ccco1 | 7% | -7% | 10 | ? | -10% | ? | -12% | 10 | 12%
Cc1ccc(CCN2CC(C(=O)NCc3cccnc3)CC2=O)cc1 (stereo unspecified) | -4% | -2% | ? | 10% | 6% | 13% | 1% | 3 | 15%
CCOc1ccc(CNn2cnnc2)cc1 | 6% | 2% | 2 | -16% | -22% | 1% | 8% | -6 | 8%
O=C(CN1CCCCC1)Nc1cccc2c1OCO2 | -1% | -1% | -15 | 3% | -9%[57.5 µM] | -5% | 9% | -4 | 2%
Cc1cc(C)c(NC(=O)Cn2c(=O)n(CCC(C)C)c(=O)c3cccnc32)c(C)c1 | · | · | · | 11% | i | 4% | 31% | 9 | -1%
CC1CCN(S(=O)(=O)N2CCC(C(=O)NCCc3ccccc3)CC2)CC1 | 0% | -4% | -7 | -4% | i | 2% | 0% | 0 | 19%
COc1ccccc1Nc1ccc(Nc2ccccc2OC)nn1 | -1% | -1% | 3 | 13% | -34%[inhibitor] | ? | ? | -1 | -20%
O=C(N/N=C\c1cc(Br)cs1)c1ccncc1 | -7% | 6% | -6 | 11% | -18% | -30% | 8% | -1 | ?
COC(=O)c1c(NC(=O)CSc2nnc(-c3ccco3)n2C)sc(C)c1C | 5% | -1% | 14 | 16% | -2%[57.5 µM] | 9% | -11% | 0 | -16%
CC(C)NC(=O)c1ccc2c(c1)N(Cc1cccc(Cl)c1)C(=O)c1ccccc1S2=O (stereo unspecified) | · | · | · | 4% | -5% | 9% | · | 7 | 4%
C#CCOCCOCCOCCNc1nc(N2CCN(C(=O)[C@H]([C@@H](C)O)n3cc(CCCCN)nn3)CC2)nc(N2CCN(C(=O)[C@H]([C@@H](C)CC)n3cc(CCCN=C(N)N)nn3)CC2)n1 | -4% | -1% | -3 | -7% | 4% | 6% | -1% | -15 | 0%
CCCn1c2ccccc2c2nnc(SC(CC)C(=O)Nc3cc(C)on3)nc21 (stereo unspecified) | ? | 2% | 7 | 10% | i | 44%[activator] | -13% | 1 | -14%
CCOC(=O)C1CCN(C(=O)c2c(-c3c(Cl)cccc3Cl)noc2C)CC1 | 4% | 11% | 10 | 6% | i | -2% | 0% | 5 | 61%[activator]
Nc1nc(-c2ccccc2)cc(-c2ccccc2O)n1 | -2% | 2% | 14 | ? | 9%[57.5 µM] | 41%[activator] | ? | -3 | -28%
COc1ccc(-c2nc3ccccc3nc2-c2ccccc2)cc1OC | 17% | -15% | -17 | ? | i | -13% | -27% | 4 | 11%
COc1cc(CC(=O)OCC(=O)Nc2cccc([N+](=O)[O-])c2)cc(OC)c1OC | -2% | -1% | 6 | 10% | i | -12% | 4% | -4 | -5%

Fetched by compound from the list above:
SMILES | GLP1R ag | aSyn rescue | D3 antag | TDP43 rescue | PTHR1 agonist | GLP-1R inv ag | KB-V1 cytotox | DRD3 agonist | GLP1R cytotox
Cc1cc(C)c(NC(=O)CN2CCN(C)CC2)c(C)c1 | 1% | -3% | 4 | 5% | -25% | 14% | -5% | -2 | 3%
CCCn1c2ccccc2c2nnc(SC(CC)C(=O)Nc3cc(C)on3)nc21 (stereo unspecified) | ? | 2% | 7 | 10% | i | 44%[activator] | -13% | 1 | -14%
COc1ccc(-c2nc3ccccc3nc2-c2ccccc2)cc1OC | 17% | -15% | -17 | ? | i | -13% | -27% | 4 | 11%
Nc1nc(-c2ccccc2)cc(-c2ccccc2O)n1 | -2% | 2% | 14 | ? | 9%[57.5 µM] | 41%[activator] | ? | -3 | -28%

Next compounds:
SMILES | GLP1R ag | aSyn rescue | D3 antag | TDP43 rescue | PTHR1 agonist | GLP-1R inv ag | KB-V1 cytotox | DRD3 agonist | GLP1R cytotox
O=C(c1ccc2ccccc2c1)N1CCN(Cc2ccccc2)CC1 | 15% | 5% | -86* | 12% | -23% | ? | 3% | -18 | 0%
CCN(CC)CCNC(=O)Cn1ncc2c([nH]c3ccccc32)c1=O | · | · | · | 22% | -8% | 0% | 3% | -8 | 0%
CN1CCN(C(=O)c2ccc(Oc3ccc([N+](=O)[O-])cc3)cc2)CC1 | 6% | 0% | 0 | -1% | -11% | -9% | ? | -5 | 7%
CCn1c(SCC(=O)NCCc2ccccc2)nc2sc3c(c2c1=O)CCN(C)C3 | 0% | -3% | -11 | -4% | 8% | -13% | -22% | -18 | -3%
COc1cccc(C(C(=O)NCC2CCCO2)N(CC2CCCO2)C(=O)CN2C(=O)c3ccccc3S2(=O)=O)c1 (stereo unspecified) | 2% | 0% | 9 | 23% | -14% | 14% | -4% | 4 | 8%
COc1cc(-c2coc3c(C(=O)NCc4ccccc4)cccc23)ccc1O | 14% | 4% | 7 | 13µM* | -13% | -16% | -17% | 3 | -10%
Cc1cnc(NC(=O)CSc2nnc(Cc3ccccc3)n2C)s1 | -7% | 1% | -11 | -17% | -9% | 0% | -1% | 8 | -10%
C=CCN=C1CC(C)(C)CC(=O)/C1=C(/O)CCC(=O)OC | -3% | 13% | -11 | 24% | i | -5% | 1% | 5 | -22%
COc1ccc(NC(=O)c2sc3nc(C)c(C(=O)Nc4ccc(C)cc4C)c(-c4ccccc4Cl)c3c2N)cc1 | · | · | · | 18% | -22% | -2% | ? | 14 | 47%[activator]
CCOc1ccccc1C(=O)NCC(=O)N1CCC(C)CC1 | 20% | -11% | -26 | 15% | i | 51%[activator] | -3% | -2 | 4%
COc1ccc(-n2cc(-c3ccccc3)[nH]c2=S)cc1 | 2% | -1% | 10 | 28% | -13% | 21% | 8% | 3 | 19%
CCOC(=O)C1CCCN(c2cc(C)nc3c(-c4ccccc4OC)c(C)nn23)C1 (stereo unspecified) | · | · | · | 4% | i | 20% | -12% | 7 | 6%
COc1ccccc1C1(CCNC(C)c2cccs2)CCOC(C(C)C)C1 (stereo unspecified) | 1% | -3% | 0 | -4% | i | ? | ? | -10 | ?
COc1cccc(NS(=O)(=O)c2cc(-c3cnc(C4CC4)o3)ccc2C)c1 | · | · | · | ? | -22% | ? | 7.3µM* | -16 | -41%
Cc1ccccc1C1c2[nH]c3ccccc3c2CCN1C(=O)c1ccc(=O)n(C)n1 (stereo unspecified) | 7% | 17% | -8 | -2%[9.22 µM] | i | ? | -7% | 4 | -18%
CCc1nnc(SCC(=O)Nc2ccc(F)cc2)o1 | -3% | -2% | -17 | -8% | -3% | 2% | 0% | -15 | -12%
CCCn1c(=O)c(C(=O)NNS(=O)(=O)c2ccc(Cl)cc2)c(O)c2ccccc21 | -9% | -15% | 2 | -20% | i | ? | ? | 4 | -8%
CC(C)=N/N=C(/c1ccc([N+](=O)[O-])cc1)C12CN3CN(CN(C3)C1)C2 | 2% | -8% | 7 | -14% | i | 14% | 2% | 1 | 7%
Cc1cccc(NC(=S)NCC(c2ccccc2)N(C)C)c1 (stereo unspecified) | 9% | 3% | ? | 27% | -19% | -28% | -3% | -19 | -10%
Cc1ccccc1C(=O)Oc1cc(N)n(S(C)(=O)=O)n1 | 0% | 1% | -14 | -5% | -9% | 3% | 5% | 2 | -13%
Cc1ccc(Cl)cc1NC(=O)NC1COc2ccccc2C1 (stereo unspecified) | · | · | · | 9% | i | -2% | 4% | -19 | -1%
Cc1cccc(C(=O)OC2CCN(C)CC2)c1 | -1% | 3% | 12 | 2% | i | ? | 8% | 1 | -15%
CC(=O)c1ccc(NC(=O)C2CCCC2)cc1 | -4% | 5% | 1 | 9% | -62%[inhibitor] | 19% | 6% | 9 | 4%
CCCCCCCCN1C(=O)[C@H](CC(=O)NCC23CC4CC(CC(C4)C2)C3)C[C@@]2(C(=O)OC)CC(C)(C)CC=C12 | · | 0% | -6 | 22% | -18% | -16% | ? | -4 | 25%
CCC(=O)Oc1ccc(C(=O)Nc2ccc3c(c2)OCO3)cc1 | 0% | -10% | -5 | -10% | -23% | -11% | ? | 5 | 7%
CN1CCC(=NNC(=O)C(=O)NCc2ccccc2)CC1 | -1% | -7% | -7 | -4% | -11%[57.5 µM] | -8% | 4% | 2 | -4%
CCCNC(=O)c1ccc(-c2nn(C)c(=O)c3ccccc23)cc1 | 11% | 1% | 1 | -2% | i | 81%[activator] | -5% | 7 | -2%
